# Compound activity from PubChem BioAssay.
# CBFb RUNX1 block – inhibitors of human CBF-beta and RUNX1 interaction; Q01196+Q13951; AlphaScreen CBFb-His/RUNX1-biotin binding, biochemical; Potency, µM (titrated, usually from 59.8 µM), for inactives: at the top dose activity, negative = inhibition, actives largely listed as inhibitors; 230,000 tested, under 10 active; AID 1477; note: % of control where 0% means no effect
# Target sequence (Q01196 whole entry, looked up): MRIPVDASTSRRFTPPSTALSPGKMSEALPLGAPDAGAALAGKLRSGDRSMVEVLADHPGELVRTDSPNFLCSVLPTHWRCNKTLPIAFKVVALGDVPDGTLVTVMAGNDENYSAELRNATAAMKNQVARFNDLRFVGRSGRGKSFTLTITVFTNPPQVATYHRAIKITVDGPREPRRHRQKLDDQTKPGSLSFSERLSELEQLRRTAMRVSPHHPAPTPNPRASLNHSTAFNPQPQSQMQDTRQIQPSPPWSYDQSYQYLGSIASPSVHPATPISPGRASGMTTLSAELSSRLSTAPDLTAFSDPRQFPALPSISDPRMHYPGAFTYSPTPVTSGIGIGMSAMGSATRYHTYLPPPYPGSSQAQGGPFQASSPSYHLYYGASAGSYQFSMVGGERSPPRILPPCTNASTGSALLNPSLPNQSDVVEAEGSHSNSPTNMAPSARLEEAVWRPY
# Target sequence (Q13951 whole entry, looked up): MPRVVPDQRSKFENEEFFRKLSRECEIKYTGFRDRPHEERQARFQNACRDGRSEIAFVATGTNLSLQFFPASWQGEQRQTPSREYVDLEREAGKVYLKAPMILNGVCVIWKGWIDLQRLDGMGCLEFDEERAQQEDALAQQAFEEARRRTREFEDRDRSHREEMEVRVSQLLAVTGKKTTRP
#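 Inhibition was taken as any reduction in AlphaScreen signal from the CBF-beta–RUNX1 pair (His and biotin tags, 30 nM each), measured after compound (15 min) and bead (90 min) incubations at room temperature.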
# GAA inh – blocks human lysosomal alpha-glucosidase; P10253; purified human GAA, 4-MU-alpha-glucoside fluorescence; Potency, µM (titrated, usually from 76.9 µM), for inactives: top-dose activity change, negative = inhibition, usual class: inhibitors; 200,000 compounds, 0.005% hits;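 note: potency is the fitted concentration of half-maximal effect; plate controls were uninhibited enzyme wells for no effect and no-enzyme background for full effect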
#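 Human enzyme at 4 nM with 400 uM 4-methylumbelliferyl-alpha-D-pyranoside, citrate/phosphate buffer pH 5.0, 0.005% Tween-20, 20 min at room temperature. Compounds up to 77 uM. 4-MU fluorescence (Ex 365/Em 440) read after NaOH/glycine stop; AC50 from Hill fit.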
# HttQ103 aggreg – mutant huntingtin aggregation inhibition | PC12 HttQ103-GFP aggregates, Acumen cytometry, 40 h | Potency, µM (top dose mostly 46.1 µM), without a hit: at the highest dose activity change, negative = inhibition, hits mostly inhibitors | 220,000 compounds, 1.1% hits | AID 1688; note: potency is the fitted concentration of half-maximal effect; % is set by controls: 0 for no effect and ±100 for the full control effect; nearly all actives have a fitted effect of over 60% in size
#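 PC12 cells with ecdysone-inducible HTT exon1 Q103-GFP, induced by 100 nM tebufenozide, given compounds in a concentration series. GFP aggregates (1–25 um, 6 SD above background) counted in lysates by laser-scanning cytometry, 488 nm excitation.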
# LMNA splice mod – changes lamin A minigene splicing in HeLa cells. HeLa LMNA splicing GFP/RFP minigene ratio, 48 h. Potency, µM (top dose mostly 46.1 µM), inactives show top-dose ratio change, negative = inhibition, usual class: inhibitors. 200,000 compounds, 0.01% hits. AID 1487; active = well fitted inhibition curve with a large enough effect in the signal ratio, with a control signal flat, not every such curve was filed as active; inconclusive = small, poorly fitted or top-dose-only effect, or effect the other way, or a change in a side signal; the % refers to the signal ratio; note: potency is the fitted concentration of half-maximal effect; % is set by controls: 0 for no effect and ±100 for the full control effect
#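 S3 HeLa stable clones carrying a lamin A-EGFP splicing minigene plus DsRed2 were seeded at 600 cells/well in Opti-MEM with 2% FBS, pin-dosed and incubated 48 h at 37°C. Acumen cytometry (488 nm) gave the GFP/RFP total-intensity ratio.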
# HTT ATP protect – protects HTT-Q103 PC12 cells, measured by ATP; 230,000 compounds, 0.14% hits; PC12 HTT-Q103 induced, cytoprotection, ATP luminescence, 40 h; AID 1471; Potency, µM (top dose mostly 56.4 µM), inactives show cytoprotection (ATP increase), usual class: activators;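 note: potency is the fitted concentration of half-maximal effect; % of control where 0% means no effect; nearly all actives have a fitted effect of over 45% in size; toxic huntingtin expression switched on by the ecdysone agonist tebufenozide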
#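 Rat PC12, Q103 Htt exon1-GFP fusion, ecdysone promoter; tebufenozide inducer 100 nM final; compound titration; qHTS, 1500 cells/well; ATPlite luminescent read.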
# GAA glycogen – alters human alpha-glucosidase cleavage of glycogen; Potency, µM (highest dose often 76.4 µM), without a hit: top-dose activity change, negative = inhibition, actives largely listed as inhibitors; 300,000 compounds, 0.38% hits; recombinant GAA, glycogen substrate, Amplex Red glucose oxidase fluorescence;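 note: potency is the fitted concentration of half-maximal effect; 0% = full enzyme reaction and -100% = no-enzyme basal signal; the screen sought inhibitors and activators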
#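 Recombinant human alpha-glucosidase (4 nM final) hydrolysed bovine liver glycogen (30 ug) for 40 min at 37 C in pH 5.0 citrate/phosphate with 0.01% Tween-20. Released glucose detected by glucose oxidase/Amplex Red, Ex 573/Em 610 nm. Compounds up to 77 uM; AC50 from Hill fits.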
# aGlu spleen mod – inhibitors or activators of human alpha-glucosidase in spleen homogenate; Potency, µM (series often up to 79.9 µM), without a hit: at the highest dose activity change, negative = inhibition, usual class: inhibitors; human spleen homogenate, 4-MU-alpha-glucoside fluorescence; 240,000 compounds, 0.006% hits;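 note: potency is the fitted concentration of half-maximal effect; 0% = enzyme with vehicle and -100% = no enzyme basal signal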
#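 Human spleen homogenate (1 ug) incubated with compounds and 1 mM 4-methylumbelliferyl-alpha-D-glucopyranoside in pH 5.0 citrate/phosphate buffer, 37 C, 40 min. Stopped at pH 10; 4-MU fluorescence (Ex 365/Em 440 nm); AC50 by Hill fit.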
# The depositor's hits bear a star; ? = inconclusive; · = not tested or not shown; & = joins results of further samples; [ ] = another dose, or the depositor's remark. Unless noted, calls come from the whole dose curve; as a rule, active = well fitted curve in the direction sought with a large enough effect; inconclusive = small, poorly fitted or top-dose-only effect, or another doubt; inactive = no such curve, though single readings can be large; an effect the other way counts as inactive or inconclusive. An unsorted share of the library; any-hit rate near 1.5%.
# Preview:
SMILES,CBFb RUNX1 block,GAA inh,HttQ103 aggreg,LMNA splice mod,HTT ATP protect,GAA glycogen,aGlu spleen mod
Oc1c(Br)cc(Br)cc1CNc1ccccn1,16%,·,0%[9.22 µM],·,11%[10 µM],-4%,-17%
CCCCN(CC)c1nc(-c2ccncc2)nc2ccccc12,3%,-3%,?,-11%,-83%[inhibitor][10 µM],-11%,-1%

# The list itself, repeating the preview:
SMILES,CBFb RUNX1 block,GAA inh,HttQ103 aggreg,LMNA splice mod,HTT ATP protect,GAA glycogen,aGlu spleen mod
Oc1c(Br)cc(Br)cc1CNc1ccccn1,16%,·,0%[9.22 µM],·,11%[10 µM],-4%,-17%
CCCCN(CC)c1nc(-c2ccncc2)nc2ccccc12,3%,-3%,?,-11%,-83%[inhibitor][10 µM],-11%,-1%
O=C(CSC1=NC(=O)C(c2ccccc2)C(=O)N1)Nc1ccccc1[N+](=O)[O-] (centres undefined),-22%,?,33%,?,-13%,2%,-3%
COc1ccccc1N(CC(N)=O)S(=O)(=O)c1ccc(C)cc1,-1%,-6%,5%,3%,-3%,10%,-5%
Cc1ccc(N(CC(=O)Nc2ccc(-c3nc4ccc(C)cc4s3)cc2)S(C)(=O)=O)cc1,11%,3%,?,-5%,-52%[inhibitor],7%,-1%
Cc1c(C(=O)NCc2cccs2)oc2ccc(Br)cc12,9%,2%,17%,?,3%,2%,1%
O=C1c2ccccc2C(=O)N1CN(C(=O)COc1ccccc1)c1ccccc1,7%,-3%,-6%,-2%,?,-20%,-4%
CCCCCCN(C(=O)CCCCCN1C(=O)NC(c2ccc(C3CCCCC3)cc2)C(C(=O)OCc2ccccc2)=C1C)C(C(=O)NCCCC)c1ccc(OCC(=O)OC)c(C(=O)OC)c1 (centres undefined),14%&7%,·,-42%[9.22 µM],·,-5%[10 µM],5%,-15%&0%
Nc1nc(SCc2ccccc2)n[nH]1,2%,·,-20%[9.22 µM],·,15%[10 µM],2%,-2%
CC(=O)Nc1ccc(S(=O)(=O)N2CCN(Cc3cccc([N+](=O)[O-])c3)CC2)cc1,3%,-2%,0%,?,4%,-14%,-7%
ICCc1ccccc1,4%[21.7 µM],·,·,·,-33%[inhibitor],·,10%
O=S(=O)(Nc1cccnc1)c1cccc(C(F)(F)F)c1,9%,5%,4%,7%,15%[0.074 µM],5%,4%
O=C(Nc1cccnc1)C1CCN(S(=O)(=O)c2cccs2)CC1,6%,7%,-3%,?,-25%,3%,1%
COc1cc(/C=C/C(=O)O)cc(S(=O)(=O)N2CCc3ccccc3C2)c1OC,-3%,2%,-2%,·,-53%[inhibitor],8%,-3%
Fc1ccccc1C1CC(c2ccco2)=Nc2ccccc2S1 (centres undefined),?,·,40%[9.22 µM],·,-1%[10 µM],-8%,7%
O=C(NC1CCCCC1)c1c2c(nc3ccccc13)CCC2,-24%,-8%,2%,·,-35%[inhibitor],2%,·
CCC1CCCCN1C(=O)CNCC1CCCO1 (centres undefined),10%,-4%,4%[9.22 µM],·,10%[10 µM],17%,-12%
Cc1cccc(NC(=O)Cc2coc3ccc4ccccc4c23)n1,-6%,-7%,-2%,?,-5%,3%,-2%
O=C1CC(Nc2ccc(N3CCOCC3)cc2)C(=O)N1CCc1ccccc1 (centres undefined),-22%,?,-17%,8%,-28%,?,-22%
O=C(N/C(=C\c1ccco1)C(=O)N1CCOCC1)c1ccco1,8%,10%,-7%[9.22 µM],·,-6%[10 µM],-15%,-11%
CCN(CC)c1nc(C)c(C(=S)Nc2cc([N+](=O)[O-])ccc2Cl)s1,-8%,4%,1%,·,-14%,-3%,1%
CCN(CC)C(=O)C1CCN(S(=O)(=O)c2ccc(-n3cnnn3)cc2)CC1,-2%,-5%,9%[9.22 µM],·,8%[10 µM],-29%,-2%
CCN(CC)C(=O)COc1cc(C)c(Cl)c(C)c1,4%,2%,-1%,0%,-21%[10 µM],6%,-7%
CC(=O)c1ccc(OCC(O)Cn2nnc3ccccc32)cc1 (centres undefined),-21%,0%,-10%,-4%,7%,-1%,-4%
CCOC(=O)Cn1c(=O)oc2cc(S(=O)(=O)N3CCn4c3nc3ccccc34)ccc21,4%,-8%,6%,-12%,-2%,0%,-5%
SMILES,CBFb RUNX1 block,GAA inh,HttQ103 aggreg,LMNA splice mod,HTT ATP protect,GAA glycogen,aGlu spleen mod
Cc1nn(C)c(C)c1CN(C)S(=O)(=O)c1ccc2ccccc2c1,-7%,2%,7.9µM*,?,?,-15%,-7%
O=C(NNC(=O)c1ccccc1)C(=O)N1CCCCC1,-4%,7%,1%,-2%,3%,1%,8%
Cc1ccc(S(=O)(=O)Nc2ccc(O)c(Sc3ncn[nH]3)c2)cc1,-4%,12%,·,16%[46 µM],·,?,-3%
CC(=O)Nc1ccc2oc(-c3ccccc3)nc2c1,-2%,-1%,-4%,27%[46 µM],1%[10 µM],-6%,-6%
CCn1nc(C)c(/C=N/NC(=O)c2nc3nc(C)cc(C)n3n2)c1C,5%,·,3%[9.22 µM],·,-6%[10 µM],2%,3%
O=C(NNC(=S)Nc1ccc(Cl)cc1)c1ccccc1OC(F)F,-12%,-6%,13µM*,?,·,4%,7%
Cc1ccc2cc(CN(CCCO)S(=O)(=O)c3cccc4nsnc34)c(=O)[nH]c2c1C,-3%,-6%,2%,?,-27%[10 µM],5%,-2%
CC1=C(C(=O)N2CCCC(CCC(=O)NCc3ccc(F)c(F)c3)C2)OCCO1 (centres undefined),-11%,?,16%[9.22 µM],·,14%[10 µM],11%,0%
S=C(NCc1cccs1)Nc1cccc(Cl)c1,12%,-1%,-5%,-25%,5%[10 µM],-14%,-11%
Cc1ccc(C(=O)CCC(=O)N2CCN(C(=O)c3ccco3)CC2)cc1,-7%,2%,1%,4%[46 µM],-10%,8%,-3%
O=C(O)CCCNC(=O)/C(=C\c1ccc(Cl)cc1)NC(=O)c1ccccc1Br,3%,1%,26%,·,1%,19%,7%
COc1ccccc1NC(=S)NCCc1c[nH]c2ccccc12,-11%,?,10%,2%,0%,-25%,-13%
COCCN(Cc1cc2cc3c(cc2nc1Cl)OCO3)C(=O)c1ccc(C)cc1,0%,11%,1%[9.22 µM],·,-76%[inhibitor][10 µM],4%,-2%
O=C(O)Cc1ccc(NC(=O)Nc2cccc(Cl)c2)cc1,0%,3%,5%[9.22 µM],?,4%[10 µM],6%,3%
CCN(C(=O)CN1CCN(c2ccc(O)cc2)CC1)c1c(N)n(Cc2ccccc2)c(=O)[nH]c1=O,-1%,-1%,-11%,-1%,-28%,18µM*,3%
CCc1ccc(C(=O)c2oc3nc(C)cc(C)c3c2N)cc1,7%,-9%,-13%,-10%,-30%,4%,-1%
CCn1c(-c2cc3c(C(F)(F)F)nn(C)c3s2)n[nH]c1=S,-2%,4%,27%,13%,-28%,-6%,-4%
CN(C)C(=O)c1ccc(-c2cncnc2NCc2ccccc2)cc1,·,·,·,-3%,-27%,·,6%
COc1ccc(OCC(=O)OCC(=O)N2CC(=O)Nc3ccccc32)cc1,16%,-4%,6%[9.22 µM],?,7%[10 µM],19%,0%
O=C(NNc1ccccc1)C(=O)NNS(=O)(=O)c1ccc([N+](=O)[O-])cc1,7%,-5%,-6%,·,·,?,-5%
O=C1C2CC=CCC2C(=O)N1c1ccc(NCCc2cccc(F)c2)c([N+](=O)[O-])c1 (centres undefined),-13%,-8%,6%,3%,1%[10 µM],-3%,-2%
CC(/C=C/c1ccco1)=N\NC(=O)c1cc(Cl)ccc1O,-7%,?,-25%,·,-36%[inhibitor],?,0%
CC(C)C(NC(=O)c1ccco1)C(=O)NCC(c1ccco1)N(C)C (centres undefined),0%,3%,12%[9.22 µM],2%,7%,-1%,-9%
CC(C)Sc1cc(N2CCCC2)nc(-c2ccc(F)cc2)n1,-1%,-3%,-9%,-15%,-40%[inhibitor],14%,-9%
Cc1ccc(S(=O)(=O)N(C)C)cc1NC(=S)NC12CC3CC(CC(C3)C1)C2,-7%,-6%,6%,?,6%[10 µM],-20%,2%
SMILES,CBFb RUNX1 block,GAA inh,HttQ103 aggreg,LMNA splice mod,HTT ATP protect,GAA glycogen,aGlu spleen mod
COC(=O)C(O)(CC(=O)Nc1ccc(Cl)cc1F)C(F)(F)F (centres undefined),5%,-4%,-2%,-2%,3%,-16%,-10%
CCCC/C=C/C(NC(=O)CCc1ccccc1)c1ccccc1 (centres undefined),3%[2.36 µM],5%,-11%,?,0%,4%,0%&5%
CN1CCN(c2ncc3nc(-c4ccc(Cl)cc4)c(=O)n(-c4ccccc4)c3n2)CC1,·,·,·,?,-73%[inhibitor],·,-4%
O=C(N/N=C/c1ccc(-c2ccccc2)o1)c1ccccc1O,-9%,2%[15.4 µM],3%[9.22 µM],·,25%[10 µM],5%,-7%
Cc1ccc2nc(Cl)c(CN(C(=O)c3cnccn3)C3CCCCC3)cc2c1,-5%,1%,-2%,13%,-28%,-1%,-6%
CC(=O)N1CCc2cc(C(=O)CN3CCN(C(=O)c4ccco4)CC3)ccc21,2%,-9%[15.4 µM],7%,14%,-4%,3%,-5%
Cc1cc(NC(=O)c2c([N+](=O)[O-])c(C)nn2C)no1,1%,5%,-14%,2%,4%,2%,-6%
COc1ccc(/C=N/NC(=O)c2cccnc2)cc1CSc1ccccn1,-4%,·,27%[9.22 µM],·,?,8%,-5%
CCOc1cc(C(=O)CCC(=O)OCC(=O)NC(=O)NCC(C)C)ccc1O,4%,·,-23%[9.22 µM],·,13%[10 µM],3%,-3%
COc1ccc(Cl)cc1NC(=S)N1CCN(C(=O)c2ccco2)CC1,5%,2%,21%,12%,-25%,7%,-5%
O=C(c1ccc2c(c1)OCO2)N1CCN=C1SCc1cccnc1,1%,-6%,3%,-21%,2%,7%,0%
Cc1nc([N+](=O)[O-])c(C(=O)OCc2ccccc2C#N)n1C,7%,8%,7%,-5%[9.22 µM],-15%,2%,4%
CCCCn1c(N)c(N(CCC(C)C)C(=O)CSc2nnc3ccccn23)c(=O)[nH]c1=O,-1%,-3%,-9%,13%,15%,4%,-4%
COc1ccc(CNC(=O)CCC(=O)Nc2nnc(C(C)C)s2)cc1,0%,·,-7%[9.22 µM],·,5%[10 µM],6%,6%
COc1ccc(C2=NO[C@@H]3C(=O)N(c4ccc5c(c4)OCCO5)C(=O)[C@H]23)cc1OC,2%,9%,4%,-6%,-8%,-7%,7%
